Bioassay records from PubChem BioAssay.
TDP2 absorb: TDP2 (human) inhibition, absorbance primary screen; recombinant TDP2, T5PNP hydrolysis, p-nitrophenol absorbance 415 nm; inhibition, % at 12.8 µM; 370,000 compounds, 0.34% hits;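 active = inhibition above the mean of all tested compounds plus 3 SD, set per campaign, cut at about 25% in these data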;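 note: 0% = DMSO with enzyme and 100% = buffer with substrate but no TDP2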
Target sequence (O95551 whole entry, looked up): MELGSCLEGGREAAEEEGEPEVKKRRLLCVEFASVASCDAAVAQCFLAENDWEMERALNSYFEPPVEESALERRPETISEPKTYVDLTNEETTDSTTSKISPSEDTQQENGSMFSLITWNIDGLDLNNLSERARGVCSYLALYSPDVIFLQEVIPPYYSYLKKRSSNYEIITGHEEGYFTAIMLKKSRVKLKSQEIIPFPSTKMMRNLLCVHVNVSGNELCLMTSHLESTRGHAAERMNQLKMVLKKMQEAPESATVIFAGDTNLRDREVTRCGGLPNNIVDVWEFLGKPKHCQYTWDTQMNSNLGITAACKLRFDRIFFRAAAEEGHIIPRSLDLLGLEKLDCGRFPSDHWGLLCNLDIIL
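Incubation: 2 h at 37 °C; Test system: recombinant human TDP2; Quantity: enzyme 120 nM; Read-out basis: percent inhibition; Medium: 50 mM Tris-HCl pH 7.5 with Mg2+, KCl, DTT, BSA; Repeats: single replicate; Compound: 12.8 µM single point, 1% DMSO; Signal: epi absorbance; Reagent: 5 mM T5PNP chromogenic substrate; Benchmarks: no-enzyme high, DMSO-plus-enzyme low.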
MBD2 inh: inhibitors of human MBD2 binding to methylated oligonucleotide; 370,000 compounds, 0.31% hits; TR-FRET; Q9UBB5; inhibition, % at 4.4 µM; AID 686964; in the data active = inhibition above about 13%
GC-B act: GC-B (human) receptor activation; P20594; HEK293-GC-B cells, CNP EC30, cGMP TR-FRET; 0% at EC30 CNP, 100% saturating CNP; activation, % at 10 µM; 370,000 compounds, 0.11% hits; AID 1920062;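 active = activation at 10 µM reaching about 35% in either raw or pattern-adjusted values, limit read from the data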
HTRA1 inhibitor: HTRA1 (human) protease inhibition. 340,000 compounds, 0.5% hits. inhibition, % at 5.96 µM. recombinant HTRA1, FP-rhodamine activity-based probe, fluorescence polarization. AID 504803; in the data active = inhibition above about 36%;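 note: 0% = enzyme with DMSO and 100% = wells lacking enzyme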
Target sequence (Q92743 whole entry, looked up): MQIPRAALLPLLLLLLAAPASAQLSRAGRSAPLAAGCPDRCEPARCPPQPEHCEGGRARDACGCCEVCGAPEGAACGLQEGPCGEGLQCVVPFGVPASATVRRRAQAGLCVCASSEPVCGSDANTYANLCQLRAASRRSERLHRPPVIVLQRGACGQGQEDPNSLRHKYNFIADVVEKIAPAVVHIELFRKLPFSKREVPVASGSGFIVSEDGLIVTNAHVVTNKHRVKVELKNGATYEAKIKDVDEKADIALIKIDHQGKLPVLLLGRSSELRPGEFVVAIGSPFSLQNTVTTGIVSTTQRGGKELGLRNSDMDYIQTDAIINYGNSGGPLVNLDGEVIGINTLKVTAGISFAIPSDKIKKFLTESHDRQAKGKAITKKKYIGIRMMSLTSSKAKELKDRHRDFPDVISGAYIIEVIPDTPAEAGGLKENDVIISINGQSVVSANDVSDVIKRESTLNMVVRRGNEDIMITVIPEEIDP
LEDGF integ inh: blocks HIV-1 LEDGF/p75-dependent DNA integration. TR-FRET IN-LEDGF/p75 DNA integration, Eu/Cy5. inhibition, % at 3.7 µM. 370,000 compounds, 0.64% hits. AID 743269;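 active = inhibition above the screen-wide mean plus 3 SD, cut at about 13% in these data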;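 note: signal is the Cy5 over europium emission ratio at 671 and 618 nm; 0% = plate median of compound wells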
mABHD4 FP: ABHD4 (mouse) inhibition, primary FP screen | 370,000 compounds, 0.54% hits | purified mABHD4, FP-Rh probe fluorescence polarization | inhibition, % at 8.92 µM | AID 720543 | Q8VD66;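 active = inhibition exceeding the mean over every tested compound plus 3 SD, cut at about 30% in these data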;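 note: 0% = plate median of compound wells and 100% = S159A mutant with DMSO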
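system = mouse ABHD4 enzyme, wild type | medium = HEPES pH 7.0, NaCl, Pluronic buffer | also added = FP-Rh probe | incubation = Enzyme–compound pre-incubation 45 min, then probe 60 min, both 25 °C | technique = fluorescence polarization, excitation 525 nm, emission 598 nm, BODIPY TMR filters | controls = S159A mutant high control, sample median low control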
TCR CD3 inh: inhibitors of human TCR-CD3 interaction | inhibition, % at 9.4 µM | TAMRA-labeled TCR probe fluorescence, biochemical | AID 651800 | 360,000 compounds, 0.37% hits; in the data active = inhibition above about 19%;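 note: recombinant mutant TCR 2C K166C tagged with TAMRA read by polarization; 0% = receptor in buffer alone and 100% = receptor with positive control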
rCAG RNA binder: molecules binding r(CAG) RNA repeats; inhibition, % at 3 µM; AID 651821; 370,000 compounds, 1.3% hits; r(CAG) RNA repeat, TO-PRO-1 dye displacement fluorescence;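 active = inhibition above the plate cutoff, the mean of all test compounds on that plate plus 3 SD, cut at about 35% in these data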;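 note: 0% = DMSO alone and 100% = 100 µM mitoxantrone as full dye displacement; higher means more dye released from RNA so lower well fluorescence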
SIAE inh: human SIAE inhibition, primary screen | Q9HAT2 | SIAE FP-Rh probe binding, fluorescence polarization | inhibition, % at 9.66 µM | 370,000 compounds, 0.69% hits | AID 1053197;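 active = inhibition above a cutoff: mean of compounds within the control limits plus 3 SD of those, cut at about 17% in these data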;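 note: 0% = plate median of compound wells and 100% = probe without SIAE protein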
PRMT1 inh: blocks human protein arginine methyltransferase 1; Q99873; recombinant PRMT1, activity-based probe fluorescence polarization; inhibition, % at 2.79 µM; 370,000 compounds, 1.3% hits; AID 652257;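 active = inhibition above about 21% made by adding two undisclosed values, limit read from the data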
Numbers without * were called inactive; . = no result given; & = joins results of further samples. An excerpt; rates above refer to the full screens.

SMILES	TDP2 absorb	MBD2 inh	GC-B act	HTRA1 inhibitor	LEDGF integ inh	mABHD4 FP	TCR CD3 inh	rCAG RNA binder	SIAE inh	PRMT1 inh
O=C(O)/C=C\c1cn(-c2ccccc2)nc1-c1cc2ccccc2o1	0	1	-4	-43	-4	-28	-4	72*	-37	5
Cc1cc(O)c(C(C)C)cc1NS(=O)(=O)c1ccccc1	-7	-5	-5	-4	-1	-6	6	0	1	1
CCn1ncc(Br)c1C(=O)N(C)C12CC3CC(CC(C3)C1)C2	-2	1	-11	-5	0	-1	3	0	-3	-1
O=C(NCc1cccnc1)NC(C(F)(F)F)C(F)(F)F	-12	-5	-5	-1	-3	0	6	2	4	-3
O=C(O)CN1C(=O)C2C3CC(C2C1=O)C1C(c2ccc(F)cc2)c2sc(=O)[nH]c2SC31 (stereo not given)	9	4	-2	4	1	-4	4	19	2	37*
COc1ccc(COC(=O)CCS(=O)(=O)c2ccc(C)cc2)cc1F	-8	0	-1	-4	-2	-6	1	-6	-7	2
O=C(COc1ccccc1)Nc1nnc(-c2ccc(F)cc2)o1	6	-2	0	-1	-1	-4	7	1	9	-1
CC(O)c1nc2ccccc2n1C(C)c1ccccc1 (stereo not given)	1	2	6	-1	1	3	-4	-5	-3	-2
CCCn1nnc(NC(=O)c2cc3ccccc3o2)n1	13	-2	-4	-5	-3	1	-3	-2	3	-1
COc1ccc(NC(=O)C2C3C=CC(C3)C2C(=O)NCc2ccccn2)c(OC)c1 (stereo not given)	-13	-1	3	-2	1	4	-9	3	-1	3
CC(C)(C)[C@H]1C=C(C(=O)NC2CC2)O[C@@H](OCc2ccc(CO)cc2)C1	-14	2	2	-5	1	-1	-4	-5	3	0
CC(=O)Nc1cccc(N2C(=O)CC(Cc3ccccc3)C2=O)c1 (stereo not given)	-5	2	5	-3	2	-1	5	-1	1	-1

Next part, overlapping the part above by two compounds.
SMILES	TDP2 absorb	MBD2 inh	GC-B act	HTRA1 inhibitor	LEDGF integ inh	mABHD4 FP	TCR CD3 inh	rCAG RNA binder	SIAE inh	PRMT1 inh
CC(C)(C)[C@H]1C=C(C(=O)NC2CC2)O[C@@H](OCc2ccc(CO)cc2)C1	-14	2	2	-5	1	-1	-4	-5	3	0
CC(=O)Nc1cccc(N2C(=O)CC(Cc3ccccc3)C2=O)c1 (stereo not given)	-5	2	5	-3	2	-1	5	-1	1	-1
Cc1ccc2c(=O)cc(C(=O)NCCc3ccc(S(N)(=O)=O)cc3)oc2c1C	0	1	-14	3	0	4	3	1	4	2
O=C1C=C(O)c2[nH]c(=O)ccc2C1=O	41*	-10	-2	47*	26*	17	9	6	1	6
CCOc1ccc(S(=O)(=O)N2CCN(C(=O)c3ccc(C)c(S(=O)(=O)N4CCOCC4)c3)CC2)cc1	-8	-6	-4	-4	4	1	7	5	0	0
COc1ccc(CNC(=O)CN(C(=O)CCC(=O)Nc2ccccn2)c2cccc(C)c2)cc1	-7	5	1	-3	-5	-14	-9	-2	-3	5
CC(C)(C)NC(=O)CSc1nnc(NC(=O)CCn2cnc3ccccc3c2=O)s1	3	-1	-4	3	-2	6	-5	-5	0	-1
COC(=O)c1cc(NC(=O)Nc2ccccc2OC)cc(C(=O)OC)c1	13	0	-1	-12	-2	-1	5	2	2	0
CS(=O)(=O)N1c2ccccc2[C@]2([C@@]34C[C@H]5C(=O)N[C@@H](Cc6ccccc6)C(=O)N5[C@@H]3N(S(C)(=O)=O)c3ccccc34)C[C@H]3C(=O)N[C@@H](Cc4ccccc4)C(=O)N3[C@H]12	-10	-2	5	.	0	-7	0	19	3	0
COCCN(Cc1ccccc1)C(=S)Nc1ccc(Cl)cc1	-2	-7	0	-13	7	-13	-5	-1	11	-2
O=C1C=C(OCCCl)CC(c2cccc(Cl)c2)O1 (stereo not given)	-8	-5	-2	.	1	-2	5	1	-2	-2
COc1ccc(-c2nn(CCC#N)cc2C=C(C#N)C#N)cc1	-22	-1	-1	1	4	-3	-3	-1	1	-4
O=C(O/N=C1\CCCc2ccccc21)c1cccc(Cl)c1	-11	-6	5	-30	2	-9	11	-1	-7	-4
COc1ccc(C(=O)NCC(=O)N2CC=C(c3ccccc3)CC2)cc1OC	3	-8	3	-6	3	3	1	-3	2	-3
COc1ccc(/C=C/c2nc3ccccc3n2C)cc1	7	0	-6	-8	3	-13	-2	-4	9	-3
O=C(Nc1ccc(Cl)c(Cl)c1)Nc1ccc(N2CCCC2)c(S(=O)(=O)Nc2ccccc2Cl)c1	-6	8	3	-11	2	8	-11	33	6	4
O=C(O)c1ccc(C=NNC(=O)c2cccc3ccccc23)cc1	-1	2	-2	6	-3	1	0	3	5	2
COCc1cc(N2CCNC[C@H]2C)ccc1N1CCS(=O)(=O)CC1	2	0	-3	.	0	2	1	4	3	-2
COc1ccccc1Nc1nc(N)nc(CSC(=S)N2CCCCC2C)n1 (stereo not given)	-12	1	0	-16	4	-7	8	-2	-2	-1
Cc1ccc(C)c(N(C(=O)c2csnn2)C(C(=O)NC2CCCC2)c2cccnc2)c1 (stereo not given)	3	1	2	4	-2	1	-3	-5	3	2
CC(=O)NCCNC(=O)C1Cc2c(-c3cccc(NC(C)=O)c3)ccnc2O1 (stereo not given)	-6	1	-2	.	4	-3	6	2	-8	0
COc1cc(C(=O)N(C)CCOc2ccccc2)ccc1OCC(=O)Nc1cccc(C(F)(F)F)c1	-8	0	2	-29	0	-14	-2	-6	-10	-3
CC(C)CC1Nc2ncnc(N3CCN(c4ccccn4)CC3)c2N(Cc2ccc(Cl)cc2)C1=O (stereo not given)	5&-6	-3&5	2&-1	-29	-1&-6	2&-4	1&0	-1&8	3&7	0&2
COC(=O)c1cc(S(=O)(=O)N2CCN(C(=O)c3ccco3)CC2)cn1C	-2	-2	1	7	1	6	3	1	-1	0
Cc1cc(C)n2ncc(C(=O)Nc3ccc4c(c3)OCO4)c2n1	0	1	8	4	0	-1	4	2	1	-3
Cc1ccnc(NS(=O)(=O)c2ccc(NC(=O)Cc3ccc(Cl)cc3)cc2)n1	11	-5	-5	-1	0	-3	2	6	-1	1

Printed as active in PRMT1 inh (from the list above):
SMILES,TDP2 absorb,MBD2 inh,GC-B act,HTRA1 inhibitor,LEDGF integ inh,mABHD4 FP,TCR CD3 inh,SIAE inh,PRMT1 inh
O=C(O)CN1C(=O)C2C3CC(C2C1=O)C1C(c2ccc(F)cc2)c2sc(=O)[nH]c2SC31 (stereo not given),9,4,-2,4,1,-4,4,2,37*

(continued)
SMILES	TDP2 absorb	MBD2 inh	GC-B act	HTRA1 inhibitor	LEDGF integ inh	mABHD4 FP	TCR CD3 inh	rCAG RNA binder	SIAE inh	PRMT1 inh
O=C(NCCCN1CCOCC1)c1cccc(S(=O)(=O)Nc2cc(Cl)ccc2Cl)c1	-12	-1	2	-4	-1	2	4	16	1	-6
CN1N=C(C(=O)Nc2ccc3c(c2)CCC3)CCC1=O	-2	4	3	7	-2	4	3	-5	-9	-2
CC(C)n1nnnc1SCC(=O)Nc1ccccc1F	9	1	-1	-7	0	3	-3	1	2	1
CCOc1ccc(OCC)c(S(=O)(=O)NCc2ccc3c(c2)OCO3)c1	-1	1	-2	-3	0	-4	-3	1	1	2
N#CCSc1nccc(/C=C/c2ccccc2)n1	-1	-8	-3	-5	6	2	4	1	-1	-1
C/C(=N/O)c1ccc(N2C(=O)C3C4C=CC(C3C2=O)C2C3C(=O)N(c5ccc(/C(C)=N/O)cc5)C(=O)C3C42)cc1 (stereo not given)	-7	5	-2	.	1	10	6	2	-1	-2
CC(=O)Nc1ccc2c(c1)N(C(C)=O)c1ccccc1CC2	4	-2	-2	3	-1	-8	3	-2	-4	-1
Cc1c(CN2CCC(n3nccc3NC(=O)CCc3ccccc3)CC2)cnn1C	-5	3	3	7	-3	-1	1	0	1	3
CCN(CC)C(=O)c1ccc(COc2ccccc2Cl)o1	-2	-2	-3	-8	0	5	3	-3	-4	2
COc1ccc(NC(=O)CN(C)C(=O)c2cccnc2Sc2ccc(C)c(C)c2)cc1	4	1	5	-6	-3	6	2	-3	-2	-4
Cc1nnc(NCC=Cc2ccccc2)s1	1	-8	2	.	3	-4	6	3	2	-4
COc1cc(N)cc(NC(=O)c2ccncc2)c1	5	-1	-5	-9	-5	3	4	3	1	-1
Cc1ccccc1C(C)(O)c1cnc(C)n1Cc1ccccc1 (stereo not given)	3	5	-6	6	-4	7	-3	-1	6	2
CN(C)C(=O)C(Sc1ccc(S(=O)(=O)N2CCCC2)cn1)c1ccccc1 (stereo not given)	17	4	2	-2	-2	6	-7	1	7	14
COC(=O)c1ccc(C(=O)Nc2ccc3nc(-c4ccncc4)[nH]c3c2)cc1	4	3	-2	-5	-1	-3	-6	5	-5	-2
COc1ccc(-c2ccnc3[nH]n(-c4ccccc4)c(=O)c23)cc1	2	-2	-8	2	0	2	3	2	4	-1
COc1cccc(N/C(SCc2cccc([N+](=O)[O-])c2)=C(/C#N)C(=O)NCc2cccs2)c1	4	0	-3	-26	0	-8	-3	6	4	1
Cc1ccc(C(=O)Nc2nc(-c3ccccn3)cs2)s1	-16	-6	2	-1	5	1	-4	6	-3	-4
O=C(O)C1CCC(=O)N1C1c2ccccc2Oc2ccccc21 (stereo not given)	2	-3	1	0	0	-2	1	-1	-5	-2
CN(C)CCN(C(=O)C1CCN(S(=O)(=O)c2cccs2)CC1)c1nc2c(F)cccc2s1	14	1	1	0	0	4	-3	-11	19*	-3
CN(CC(=O)Nc1ccccc1Cl)C(=O)CSc1nncs1	-20	-3	-2	-3	5	2	-6	4	-8	-2
COc1cccc(N2CC(C(=O)Nc3c(C)cccc3C)CC2=O)c1 (stereo not given)	5	5	-2	-1	0	7	4	1	0	0
CC(C)c1ccc(NC(=O)CNC(=O)Cn2cnc3ccccc3c2=O)cc1	-13	-5	3	-1	2	-5	-3	1	-3	-2
c1ccc(CNc2ncnc3c2cnn3Cc2ccccc2)cc1	-12	-1	0	-16	3	-12	-1	-4	4	-1
CC(C)CN(C(=O)CCC1CCCCC1)c1c(N)n(CC(C)C)c(=O)[nH]c1=O	-6	-7	-2	0	2	-2	3	0	4	-2
CC(Oc1ccc2cc(-c3ccccc3)c(=O)oc2c1)C(=O)NCC1CCC(C(=O)O)CC1 (stereo not given)	0	-7	1	-4	0	-10	-5	7	-2	0
COc1ccccc1CCn1cnc(-c2ccc(F)cc2)c1CC(C)C	-3	0	-9	.	0	5	-4	-1	8	3
CC(C)n1cc(C(=O)c2ccccc2O)cc(C#N)c1=O	-7	6	-4	1	-8	0	3	1	-2	2
O=S(=O)(c1cccc2nsnc12)N1CCNCC1	8	2	2	3	2	-2	3	2	10	0
CCc1ccc(NC(=O)c2cnc(SC)nc2C)cc1	-6	-8	7	-4	4	1	-2	3	3	-4
O=C(COc1ccc2c(-c3ccccc3)cc(=O)oc2c1)N1C[C@H]2C[C@@H](C1)c1cccc(=O)n1C2	4	-3	3	.	0	-4	1	-3	-8	0
CCc1cccc(NC(=O)CCCN2C(=O)C(c3ccccc3)Oc3cccnc32)c1 (stereo not given)	2	-8	0	-38	4	-8	6	0	0	3
N#Cc1nc(Cc2ccccc2)oc1NCCCn1ccnc1	8	-1	5	-4	1	2	6	-1	2	-2
